# RAD52 anneal inh: RAD52 DNA annealing inhibitors, primary screen, biochemical, FRET, single point, set 2 | DNA repair protein RAD52 homolog (Homo sapiens), P43351 | recombinant RAD52 DNA annealing, FRET fluorescence | inhibition, % at 18.7 µM | 360,000 compounds, 0.46% hits | AID 651710, 2012;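 active = every replicate showing at least 50% inhibition; inconclusive = mean inhibition at least 50% but not in every replicate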
# E-sel inducer: E-selectin induction in HUVECs, primary screen, imaging, HUVEC, immunofluorescence imaging, single point; P16581; normalized: neutral wells 0, TNF-alpha wells 100; activation, % at 7.58 µM; 260,000 compounds, 0.37% hits;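 active = mean E-selectin-positive cell signal at least 10% of the positive control, reached in at least 60% of replicates, without over 20% cell loss; inconclusive = no rule given, readout overlaps actives, possibly toxicity-flagged; inactive = the rest, including those meeting only one limit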;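 also: in these data hits start at about 27%; measured in HUVEC primary endothelial cells; signal is the percent of cells scored E-selectin positive by PE staining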
#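 assay system = HUVEC, human umbilical vein endothelial cells | input = 3,000 HUVEC seeded per well | medium = EGM-2 growth medium on 0.1% gelatin-coated wells | dosing = one compound dose added by pin transfer | signal = immunofluorescence imaging | read-out basis = % PE-positive cells | control set = TNF-alpha, DMSO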
# S100A4 MyoIIA: inhibitors of S100A4-myosin IIA peptide binding, primary screen, biochemical, fluorescence polarization, TAMRA-MyoIIA peptide. Protein S100-A4 (Homo sapiens), P26447. inhibition, % at 10.7 µM. 360,000 compounds, 0.14% hits. AID 652163, 2013;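 active = mean inhibition of at least 70% across replicates, with every replicate also reaching that level; inconclusive = mean inhibition reaches 70% but some replicates fall short; inactive = mean inhibition below 70%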
# Target sequence (P26447 whole entry, looked up): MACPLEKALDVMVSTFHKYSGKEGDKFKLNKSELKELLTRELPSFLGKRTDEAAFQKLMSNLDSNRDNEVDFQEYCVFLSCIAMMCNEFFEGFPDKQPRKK
#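 Test system: S100A4 monomer protein; Medium: HEPES pH 7.2 with CaCl2, KCl, NaCl, DTT, Triton; Probe or stimulus: TAMRA-labelled myosin IIA heavy-chain peptide probe, 5 nM; Doses: one dose per compound; Times: polarization read 5 min after assay mix addition, stable 5–60 min; Benchmarks: neutral control DMSO, positive control TFP.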
# esBAF inh: Bmi1 luciferase reporter increase in mESCs, primary screen, esBAF inhibitor project, mouse ES cells, Bmi1 luciferase knock-in, single point; 350,000 compounds, 2% hits; 24 h; 100% = twice the neutral-well signal; reporter increase, % at 12.5 µM; in the data active = activation above about 40%; inconclusive = no clear call, values can overlap the other calls;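 also: 0% = median of the plate's neutral control wells and 100% = double that signal; a rise in the Bmi1 reporter signal indicates esBAF inhibition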
# EWS-Fli block: EWS/Fli-driven NR0B1 reporter inhibitors, primary screen, A673 cells, NR0B1 luciferase, luminescence, MLPCN library; viability-normalised; inhibition, % at 12.6 µM; 350,000 compounds, 0.67% hits;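 active = mean inhibition of at least 50% after viability correction, with every replicate also passing that limit; inconclusive = mean reaches 50% but only one of two replicates passes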;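 also: firefly luciferase signal divided by Alamar Blue viability fluorescence both relative to DMSO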
# FN deposit inh: inhibitors of fibronectin matrix deposition, primary screen, AH1F cells, Alexa488-fibronectin fluorescence, plate reader; AH1F fibroblasts, overnight; inhibition, % at 12.6 µM; 350,000 compounds, 0.086% hits; AID 743247, 2014;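 active = mean inhibition across replicates of 30% or more, regardless of how many single replicates reach that level; inconclusive = mean under 30% yet at least half of replicates reach 30%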;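 also: positive control wells lacked labelled fibronectin entirely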
#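 Material: AH1F fibroblast monolayer depositing Alexa488-labelled fibronectin into matrix / Amount: 10000 AH1F cells per well / Signal: fluorescence 485/525 nm / Medium: DMEM, 2% serum / Compound: single dose, pinned / Incubation: 1 h cell adhesion before compound, then overnight fibronectin incubation / Reagent: Alexa488-FN, 24 nM final / Read-out: inhibition of fibronectin deposition signal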
# XiGFP reactiv: activators of inactive X chromosome reactivation, primary screen, imaging, XiGFP fibroblasts, GFP high-content imaging, set 2; XiGFP mouse fibroblasts, % GFP-positive cells imaging, 3 d; cells co-treated with 5-aza-dC sensitizer; scaled so ellipticine positive control = 100%; activation, % at 7.58 µM; 360,000 compounds, 0.055% hits;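 active = mean normalized replicate activation at least 10% and every replicate at or above 10%; inconclusive = only one of the two criteria met; inactive = mean below 10% and not all replicates reach 10%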;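 also: 0% = median of on-plate neutral control wells and 100% = ellipticine 6 µM median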
#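 System: SV40-immortalized XiGFP fibroblast cells, line 68-5-11 / Incubation: 3-day compound exposure, then 15 min fixation at room temperature / Compound: single concentration per compound, delivered by pin transfer / Buffer or medium: DMEM plus 5-aza-dC sensitizer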
# RAD54 branch: inhibitors of human RAD54 branch migration, primary screen, biochemical, fluorescence, single point | AID 602329, 2012 | inhibition, % at 10.4 µM | 360,000 compounds, 0.14% hits | RAD54 Holliday junction branch migration, FAM/BHQ fluorescence;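 active = mean normalized replicate activity at least 40 and at least half of replicates scoring 40 or more; inconclusive = only one of the two criteria met; inactive = mean below 40 and under half of replicates reaching 40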;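 also: 0% = median of neutral control wells and 100% = median of positive control wells; inhibitors cause a drop in the FAM fluorescence signal; in these data hits start at about 50%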
# Target sequence (Q92698 whole entry, looked up): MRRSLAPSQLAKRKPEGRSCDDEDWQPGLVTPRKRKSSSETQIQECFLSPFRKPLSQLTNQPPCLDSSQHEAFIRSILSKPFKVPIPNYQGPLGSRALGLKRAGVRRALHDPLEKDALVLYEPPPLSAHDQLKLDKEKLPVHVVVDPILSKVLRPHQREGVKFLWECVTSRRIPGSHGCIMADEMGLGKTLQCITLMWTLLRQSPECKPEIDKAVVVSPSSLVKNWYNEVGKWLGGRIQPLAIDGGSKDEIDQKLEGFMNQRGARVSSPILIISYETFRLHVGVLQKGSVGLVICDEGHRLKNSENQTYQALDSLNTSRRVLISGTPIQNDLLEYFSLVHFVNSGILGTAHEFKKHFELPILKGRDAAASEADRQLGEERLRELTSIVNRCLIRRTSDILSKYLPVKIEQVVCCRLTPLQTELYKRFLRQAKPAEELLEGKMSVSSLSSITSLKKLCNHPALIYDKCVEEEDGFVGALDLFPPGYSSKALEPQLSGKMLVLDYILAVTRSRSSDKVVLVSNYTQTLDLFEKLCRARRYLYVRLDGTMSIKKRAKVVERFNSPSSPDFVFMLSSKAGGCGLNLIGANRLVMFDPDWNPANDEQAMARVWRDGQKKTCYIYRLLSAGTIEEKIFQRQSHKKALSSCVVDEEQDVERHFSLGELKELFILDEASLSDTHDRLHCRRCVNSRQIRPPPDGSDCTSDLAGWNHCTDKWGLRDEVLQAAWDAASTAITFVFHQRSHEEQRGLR
# The depositor's hits bear a star; ? = inconclusive; · = no result given; & = joins results of further samples. Compounds were not picked by outcome (roughly 3% active in at least one column).
SMILES,RAD52 anneal inh,E-sel inducer,S100A4 MyoIIA,esBAF inh,EWS-Fli block,FN deposit inh,XiGFP reactiv,RAD54 branch
CC(C)(C)NC(=O)C(c1cc2ccccc2o1)n1c(=O)c(-c2ccccc2)nc2ccccc21 (stereo unspecified),-3.0,-0.1,-0.6,·,5.9,-4.4,0.2,·
COC(=O)C[C@H]1C[C@@H]2c3cc(NC(=O)c4cccnc4)ccc3O[C@@H]2[C@H](CO)O1,17.7,-0.3,-2.1,1.6,-4.6,-17.4,0.3,7.2
CC(NC(=O)c1ccccc1)c1nnc(SCC(=O)Nc2nnc(C3CC3)s2)n1C (stereo unspecified),-8.6,0.1,-5.3,·,-2.7,3.6,-0.1,5.7
CCCN(C(=O)CCl)C1=CCCCC1,-11.0,·,-2.8,·,30.9,-3.7,0.3,·
CN(Cc1ccccc1)C(=O)c1nc2ccccn2c1CN1CCCC1c1nccs1 (stereo unspecified),-8.8,·,-2.0,-2.0,4.6,·,0.1,1.2
CCCNC(=O)[C@H]1[C@H](CO)[C@H]2Cn3c(ccc(/C=C/c4ccccc4)c3=O)[C@@H]1N2C(C)=O,4.4,0.0,4.3,-0.2,-0.5,·,0.5,9.6
O=c1[nH]c2cc(Cl)c([N+](=O)[O-])nc2[nH]1,-17.5,-3.2,-1.6,·,-7.8,1.7,0.4,·
C[C@H](CO)N1C[C@H](C)[C@@H](CN(C)S(=O)(=O)c2cn(C)cn2)Oc2ccc(NC(=O)Cn3cnnn3)cc2C1=O,-5.9&-1.3,-0.1&-0.2,5.6&-6.2,-2.2&1.6,1.1&-3.2,0.1&-5.2,-1.2&0.0,0.2&-6.5
CN1C[C@H]2[C@@H](c3ccccc31)[C@H](CO)N2C(=O)C1CC1,-16.6,0.0,-7.9,-2.6,1.0,-8.4,0.0,-4.5
O=C(Cc1ccc(-c2ccccc2)cc1)Nc1ccccn1,-60.5,·,2.5,42.6*,-43.3,2.9,0.1,9.2
Cc1ccc(C(C(=O)NC(C)(C)C)N(C(=O)CCC(=O)Nc2ccccn2)c2ccccc2F)cc1 (stereo unspecified),-5.0,2.3,-1.0,3.3,1.0,-1.7,0.0,-4.4
COc1ccccc1N1CCN(Cc2cc3c(cc2[N+](=O)[O-])OCO3)CC1,-0.5,-1.9,1.2,-10.2,-4.9,-11.1,0.0,-7.7
CC(=O)N1CCC(N(CCN2CCOCC2)C(=S)Nc2cccc(C)c2)CC1,-10.1,4.4,-60.5,·,-1.3,5.3,-0.1,·
CCCN1C(=O)C(=O)c2cc(Cl)ccc21,-9.3,2.1,-10.7,-2.6,34.0,-4.7,1.2,11.1
CC(C)(COC(=O)c1ccccc1)N1CC2CCC(C1)O2,-7.1,0.1,-0.3,·,-0.6,0.5,0.0,·
CC(=O)Nc1ccc(S(=O)(=O)N[C@@H](C)C(=O)OCC(=O)NC2CCCC2)cc1,-11.7,-0.1,-7.5,-0.7,0.6,1.8,0.8,-3.1
O=CN1CCN(C(C(=O)NC2CCCCC2)c2ccc(Cl)cc2)CC1 (stereo unspecified),-11.0,0.1,-3.4,1.1,7.7,2.6,-0.3,-21.4
CCOC(=O)N1CCN(CCCc2ccccc2)CC1,-8.9,0.3,3.6,-3.8,-11.4,2.5,0.0,3.9
O=C(CN1C(=O)c2ccccc2C1=O)OCCOCCN=C1NS(=O)(=O)c2ccccc21,-8.3,0.0,-2.1,·,-4.5,-13.1,0.2,2.6
CCOC(=O)CC(N)c1ccc(OC)cc1 (stereo unspecified),-3.2,·,1.4,-1.1,·,4.1,·,2.7
COc1ccc(S(=O)(=O)N2CC[C@@H]3[C@H](CO)Nc4ccc(-c5ccc(C#N)cc5)cc4[C@@H]32)cc1,-85.0,-0.1,2.8,-7.0,56.7*,6.6,-0.1,-3.2
Cc1nn(-c2ccc(C(=O)NCC(c3ccco3)N3CCCC3)cc2)c(C)c1Cl (stereo unspecified),-27.6,-0.4,-2.0,3.6,5.2,-11.2,0.6,-6.9
O=C(CNC(=O)C1CCCCC1)NNC(=O)c1ccccc1Br,-0.2,-0.1,-0.1,-1.1,·,9.1,-0.1,11.0
CCC(C)Sc1cccc(-c2nc3cc(C)ccn3c2NC2CCCCC2)c1 (stereo unspecified),-88.6&-183.1,0.0&-0.2,-18.0&3.0,-1.0,26.4&20.2,2.2&-6.1,0.1&0.0,-4.4
COc1cc(CNc2ccc3c(c2)OCCO3)ccc1OCC(N)=O,1.7,0.5,-15.4,·,-9.7,-5.0,0.1,·

# Single entries from the list:
# esBAF inh, `CCOC(=O)N1CCN(CCCc2ccccc2)CC1` = -3.8
# XiGFP reactiv, `O=c1[nH]c2cc(Cl)c([N+](=O)[O-])nc2[nH]1` = 0.4

# (continued)
SMILES,RAD52 anneal inh,E-sel inducer,S100A4 MyoIIA,esBAF inh,EWS-Fli block,FN deposit inh,XiGFP reactiv,RAD54 branch
Cn1cnc(S(=O)(=O)N2CC[C@@H]3[C@@H](CO)Nc4ccc(-c5cccc(F)c5)cc4[C@@H]32)c1,2.7,-0.3,-2.2,2.4,-1.7,-7.0,0.2,3.5
N#Cc1cccc(NC(=O)c2cc(C3CCCCN3S(=O)(=O)c3cccc4cccnc34)on2)c1 (stereo unspecified),-12.3,-0.1,-2.1,52.2*,-85.7,2.7,0.0,7.1
Cc1ccc2[nH]c(C)c(CCNC(=O)c3cc4cc([N+](=O)[O-])ccc4oc3=O)c2c1,·,0.0,·,·,·,-1.4,0.3,-7.5
O=C(c1cccc(C(F)(F)F)c1)C1CCCN(C(=O)CN2CCCC2=O)C1 (stereo unspecified),-10.4,-1.0,11.8,6.2,-17.4,-5.2,0.0,2.2
COc1cccc(-c2ccc3n(c2=O)C[C@@H]2[C@@H](CO)[C@H](C(=O)N(C)C)[C@H]3N2C(=O)c2ccccn2)c1,6.5,-0.2,5.1,-3.4,-2.9,2.4,0.1,-4.0
O=C(C[C@H]1C[C@@H]2c3cc(NC(=O)c4ccc5c(c4)OCO5)ccc3O[C@@H]2[C@H](CO)O1)NCc1ccc(Oc2ccccc2)cc1,-4.0,0.5,10.1,4.1,3.7,7.6,0.2,-8.8
O=S(=O)(NCc1csc(-c2cccs2)n1)c1cccc(C(F)(F)F)c1,-17.7,60.5*,-7.8,-4.6,-2.2,-10.1,0.0,-2.5
CCCc1ccc(S(=O)(=O)N2CCN(C(C)C(=O)NC3CCCC3)CC2)cc1 (stereo unspecified),-15.0,0.4,6.9,-2.7,-5.9,-8.9,0.1,-2.4
N#Cc1ccc(C(=O)Nc2cccc(S(=O)(=O)NC3=NCCC3)c2)cc1,-5.3,-0.4,-15.3,3.1,4.1,-6.5,-0.7,3.8
CCOc1ccc(NC(=O)C2=C(C)C(=O)OC23CCC(C)CC3)cc1 (stereo unspecified),-22.8,1.0,-7.8,-4.7,2.7,3.2,0.0,-13.9
c1ccc2c(c1)ncn2Cc1nnc2sc(-c3ccc4c(c3)OCO4)nn12,·,4.4,·,-1.9,·,-0.8,·,9.4
COc1ccc(C(=O)/C=C/Nc2ccccn2)c(OC)c1,-14.4,0.0,-3.9,·,-95.3,-3.2,0.0,0.9
COCCN1C(=O)CSCC1(C)C(=O)NCc1ccccc1 (stereo unspecified),-34.5,0.0,-2.7,·,-4.6,-12.2,-0.1,·
C[C@H]1CN([C@@H](C)CO)S(=O)(=O)c2ccc(C#Cc3cccc(F)c3)cc2O[C@H]1CN(C)S(=O)(=O)c1ccccc1F,7.1,-0.9,-4.0,4.5,-0.5,5.5,0.6,5.4
O=C(N/N=C1\CCS(=O)(=O)c2ccc(F)cc21)c1ccc(O)cc1,-8.6,1.6,6.7,·,-3.2,-3.5,0.0,·
C[C@H]1CN([C@@H](C)CO)C(=O)c2cc(NS(=O)(=O)c3cccs3)ccc2O[C@H]1CN(C)Cc1ccccc1,1.5,-0.3,-33.5,-1.6,2.1,·,-0.1,-6.3
COc1ccc(S(=O)(=O)N(C)C[C@@H]2Oc3c(NC(=O)c4cc(C)nn4C)cccc3C(=O)N([C@H](C)CO)C[C@H]2C)cc1,11.3,-0.6,10.6,-0.3,-6.6,·,-0.6,-8.2
CCOC(=O)CCCCCC(=O)Nc1ccc2c(c1)C(=O)N([C@@H](C)CO)C[C@@H](C)[C@H](CN(C)C(=O)Nc1ccccc1)OCCCC[C@H](C)O2,-71.0,0.5,-4.4,4.1,17.8,3.4,-0.1&-0.6,-2.6
COc1ccc(NC(=O)C#Cc2ccccc2)cc1,-3.5,·,1.7,?,-82.3,-1.3,0.0,-8.4
COC(=O)C[C@H]1c2ccccc2S(=O)(=O)N1c1cccc(OC)c1,-1.2,-0.1,-1.5,1.4,5.2,0.0,0.0,2.8
Fc1ccc(-c2cc(C(F)(F)F)nc(-n3cccn3)n2)cc1,2.8,3.6,15.4,·,0.3,-13.7,0.0,3.4
CN1CCN(C(=O)C[C@@H]2CC[C@H]3[C@@H](COC[C@@H](O)CN3C(=O)Nc3ccc(Cl)cc3)O2)CC1,-1.3,0.1,21.6,24.5,-84.7,3.8,0.1,4.2
Fc1cnc(Cl)nc1NC1CCCCC1,-11.1,-0.2,-3.2,-1.4,-10.0,5.9,-0.1,-15.1
CCOc1cc(/C=C2\C(=N)N3N=C(C)SC3=NC2=O)ccc1OCCOc1cccc(OC)c1,-137.1,·,0.2,-3.5,12.4,0.9,0.0,-5.7
Nc1cc(=O)[nH]c(SCC(=O)Nc2ccc3c(c2)CCC3)n1,-3.7,0.1,1.8,-1.7,-5.4,0.1,0.2,-0.2
O=C(CCN1CCCCC1)N[C@@H]1CC[C@H](CCNS(=O)(=O)c2ccccc2)O[C@H]1CO,-14.5,-1.9,7.5,-1.2,8.7,·,-0.1,9.4
COc1cc2oc(-c3ccc(O)cc3)cc(=O)c2c(O)c1OC,4.5,·,20.2,18.2,1.1,·,·,11.6
CCCN1C[C@H](C)[C@@H](OC)CN(C)C(=O)c2cc(NC(=O)CC(F)(F)F)ccc2OC[C@@H]1C,-6.3,-0.3,0.6,·,-3.4,-3.6,0.2,·
CC(C)(C)c1ccc(/C=C2\Oc3cc(OC(=O)N4CCOCC4)ccc3C2=O)cc1,-8.3,-0.3,-1.8,·,12.2,5.6,0.1,·
